proKLK7 act – activates the human kallikrein-7 zymogen; P49862; purified proKLK7, EDANS-DABCYL substrate fluorescence; 100% is mature enzyme control, 0% vehicle; activation, % at 7 µM; hit rate 0.9% among 370,000; AID 652039;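 active = activation above the mean of all tested compounds plus 3 SD, computed per campaign excluding outliers beyond control limits, cut at about 13% in these data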
Target sequence (P49862 whole entry, looked up): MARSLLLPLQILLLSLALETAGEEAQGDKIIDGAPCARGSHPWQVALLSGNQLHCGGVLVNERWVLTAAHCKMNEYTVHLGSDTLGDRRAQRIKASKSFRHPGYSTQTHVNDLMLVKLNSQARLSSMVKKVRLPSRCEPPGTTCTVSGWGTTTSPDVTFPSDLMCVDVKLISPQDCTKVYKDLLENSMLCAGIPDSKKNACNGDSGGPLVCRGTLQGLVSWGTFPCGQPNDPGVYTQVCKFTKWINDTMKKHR
DAX1 inh-1 – inhibitors of human orphan nuclear receptor DAX1 (NR0B1); HEK293 Gal4-DAX1 luciferase reporter, luminescence; inhibition, % at 6.75 µM; hit rate 0.99% among 340,000; AID 504766;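 active = inhibition above the mean over all tested compounds plus 3 SD, cut at about 4.2% in these data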;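 note: 0% = DAX1-transfected cells with DMSO and 100% = empty-vector control cells with DMSO; inhibition shows as a rise in luminescence from relieved DAX1 repression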
Target sequence (P51843 207-470 limits assumed): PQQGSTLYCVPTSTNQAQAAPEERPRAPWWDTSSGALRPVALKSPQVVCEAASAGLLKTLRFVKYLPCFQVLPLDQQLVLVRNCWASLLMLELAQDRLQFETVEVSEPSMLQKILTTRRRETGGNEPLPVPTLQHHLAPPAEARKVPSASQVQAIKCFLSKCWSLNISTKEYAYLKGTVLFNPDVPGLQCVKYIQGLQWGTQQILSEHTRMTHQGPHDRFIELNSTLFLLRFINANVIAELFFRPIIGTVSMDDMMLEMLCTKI
hgDAF12 agonist – hgDAF-12 agonism, primary luciferase screen. activation, % at 6.8 µM. HEK293 GAL4-hgDAF12 UAS-luciferase reporter, agonist luminescence; normalized to butyrate control. hit rate 1.8% among 370,000;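 active = activation above a cutoff set at the mean of all screened compounds plus 3 SD, cut at about 10% in these data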;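 note: 0% = DMSO wells and 100% = sodium butyrate wells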
hcDAF12 agonist – activates DAF-12 receptor from parasite H. contortus. HEK293 hcDAF-12 lit1-tk-luc reporter, luminescence; 0% DMSO, 100% Δ7-dafachronic acid. activation, % at 6.8 µM. hit rate 1.4% among 370,000;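 active = activation above the mean of all tested compounds plus 3 SD, cut at about 5.5% in these data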;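 note: 100% = response to 3 µM Δ7-dafachronic acid high control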
FXN GAA850 act – frataxin GAA850 promoter activation | hit rate 0.56% among 360,000 | activation, % at 6 µM | HEK293 lucGAA850 FXN promoter luciferase reporter, 24 h; percent of 10 µM SAHA response;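 active = activation above the average of all compounds screened plus 3 SD, cutoff fixed separately per campaign, cut at about 7.5% in these data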;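 note: 0% = DMSO wells and 100% = 10 µM SAHA wells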
HGIII-sPLA2 inh – Inhibits HGIII-sPLA2 liposome hydrolysis, primary screen; QFRET BODIPY PC-A2 liposome hydrolysis, fluorescence; inhibition, % at 12.2 µM; hit rate 0.56% among 370,000; Q9NZ20;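 active = inhibition above mean plus 3 SD of compounds lying within the high and low control bounds, cut at about 19% in these data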;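 note: 0% = median of test compound wells and 100% = no enzyme DMSO wells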
Target sequence (Q9NZ20 whole entry, looked up): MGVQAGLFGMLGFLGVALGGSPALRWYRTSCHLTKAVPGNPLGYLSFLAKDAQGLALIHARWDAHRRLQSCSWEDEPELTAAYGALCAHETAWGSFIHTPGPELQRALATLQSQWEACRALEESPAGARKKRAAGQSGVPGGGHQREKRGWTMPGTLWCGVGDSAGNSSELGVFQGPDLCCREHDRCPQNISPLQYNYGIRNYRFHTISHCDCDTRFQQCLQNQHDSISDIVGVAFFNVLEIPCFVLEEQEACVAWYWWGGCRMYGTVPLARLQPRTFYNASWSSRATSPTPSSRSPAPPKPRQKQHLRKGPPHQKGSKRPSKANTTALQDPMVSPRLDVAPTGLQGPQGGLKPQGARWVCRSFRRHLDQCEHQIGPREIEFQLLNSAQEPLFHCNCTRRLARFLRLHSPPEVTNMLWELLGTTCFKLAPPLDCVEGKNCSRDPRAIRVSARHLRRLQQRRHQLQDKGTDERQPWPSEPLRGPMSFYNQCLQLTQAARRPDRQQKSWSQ
GC-B act – GC-B (human) receptor activation | P20594 | HEK293-GC-B cells, CNP EC30, cGMP TR-FRET; 0% at EC30 CNP, 100% saturating CNP | activation, % at 10 µM | hit rate 0.11% among 370,000;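 active = activation at 10 µM reaching about 35% in either raw or pattern-adjusted values, limit read from the data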
ssDAF-12 act – activates DAF-12 receptor from parasite S. stercoralis; activation, % at 6.8 µM; hit rate 1% among 370,000; HEK293 ssDAF-12/GRIP1 lit1-tk-luc reporter, luminescence; % of 3 µM dafachronic acid response; AID 652126;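 active = activation above the mean over all tested compounds plus 3 SD, cut at about 0.9% in these data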;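 note: 0% = DMSO-only wells and 100% = 3 µM delta7-dafachronic acid wells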
SMARCA2 act – SMARCA2 function activation, primary screen | MG213 cells, MMTV-luciferase reporter, dexamethasone, overnight | activation, % at 9.1 µM | hit rate 1% among 370,000; in the data active = activation above about 7.8%;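 note: 0% = vehicle wells and 100% = reference activator wells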
DAX1 inh-2 – inhibitors of DAX1 repression of SF-1 activated StAR promoter. HEK293T StAR-luciferase reporter, SF-1/DAX-1 repression relief. inhibition, % at 6.8 µM. hit rate 1.1% among 370,000. AID 652010;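 active = inhibition above the mean over all tested compounds plus 3 SD, cut at about 3.6% in these data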;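 note: 0% = DAX-1 cells with DMSO and 100% = cells lacking DAX-1 with DMSO; higher inhibition means more luminescence from relief of DAX-1 repression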
NPR1 activator – GC-A (human) enzyme activation; activation, % at 10 µM; HEK293 GC-A cells, cGMP TR-FRET, EC30 ANP; 0% at EC30 ANP, 100% saturating ANP; hit rate 0.14% among 370,000; P16066; AID 1671463; in the data active = activation above about 40%
* marks the source's active call; other numbers are inactive results; nt = not tested or not shown.

SMILES	proKLK7 act	DAX1 inh-1	hgDAF12 agonist	hcDAF12 agonist	FXN GAA850 act	HGIII-sPLA2 inh	GC-B act	ssDAF-12 act	SMARCA2 act	DAX1 inh-2	NPR1 activator
CCc1noc(C)c1C(=O)N1CCCSC1=Nc1ccccc1Cl	-0.4	-1.0	-0.9	-1.3	-1.1	7	-5	-1.2	0	-2.2	-3
S=C(Nc1ccccc1Cl)N(Cc1ccccc1)Cc1cccnc1	0.4	-1.4	-2.2	-2.1	-1.1	-4	-7	-2.0	1	-0.2	-13
O=C(CSc1nnc(NC(=O)c2c(F)cccc2F)s1)NC1CCCC1	0.5	-0.9	-0.6	2.7	0.3	-1	-5	0.0	0	0.4	-4
C/C(=N/NS(=O)(=O)c1ccc(Br)cc1)c1ccc(C)o1	0.0	-0.3	1.1	-1.6	4.1	4	3	-0.9	-2	-0.2	-4
O=C(CSc1cc([N+](=O)[O-])cc(S(=O)(=O)Cc2ccccc2)c1)NC1CC1	-0.6	1.0	-0.3	-2.1	1.5	-1	-1	-1.6	-2	-0.5	2
Cc1cccc(-n2c(SCC(=O)N3CCCC3)nc3n[nH]c(C)c3c2=N)c1	30*	0.8	-4.4	-3.0	-1.8	1	-1	-2.4	-2	-0.8	2
Cc1noc2ncnc(Oc3ccccc3Cl)c12	0.0	1.6	-1.3	-1.9	1.6	9	2	-0.6	5	0.5	-3
Cc1cccc(-n2ncc3c(NCCN4CCOCC4)ncnc32)c1	0.0	0.5	9.2	-0.3	-0.4	10	0	-0.4	4	-0.1	4
CN(O)/C=c1/ccc2c(n1)C(=O)C=CC=2	0.5	-0.1	-2.7	2.0	1.8	2	-5	-0.5	0	-1.1	-3
COc1cc(/C=N/NC(=O)Cc2nnc(NC(=O)c3ccccc3)s2)ccc1O	-0.7	2.0	1.1	0.3	1.2	-4	-3	-0.5	4	-0.4	5
COc1ccc(OCC(=O)N2N=C(C)CC2(O)C(F)(F)F)cc1 (stereo unspecified)	-0.1	0.2	-2.1	-1.5	-0.8	1	-1	-1.7	-2	-0.7	-3
COC(=O)c1sccc1NC(=S)N1CCN(c2ccccc2)CC1	0.4	2.4	2.2	1.0	1.4	7	1	-1.4	-1	-0.2	-5
O=C(CSc1ccc(-c2ccco2)nn1)Nc1ccccc1F	0.5	0.9	-1.2	-1.9	-2.1	1	2	-1.3	-1	-1.0	2
CCCCn1c(=NC(=O)c2ccco2)c(C(=O)OCC)cc2c(=O)n3ccccc3nc21	50*	0.7	2.3	-0.3	5.0	1	-8	-1.4	3	-0.4	7
N=c1c2ccccc2nc2n1CCCCC2	-0.4	0.8	-2.5	1.6	2.2	-7	-1	-1.2	-3	0.3	1
O=C(NCCc1ccccc1)c1ccc(CS(=O)Cc2ccc(Cl)cc2)o1 (stereo unspecified)	0.1	0.5	-1.2	-1.1	-1.1	0	1	-1.1	0	-0.3	-2
CC(=O)c1ccc(S(=O)(=O)N(C)CCCC(=O)N(C)Cc2ccccc2F)cc1	0.1	0.3	-1.8	-3.7	-2.2	1	-2	-1.0	1	-0.1	5
COC(=O)/C(C#N)=C1/C=Cc2ccccc2N1C	0.6	0.8	4.1	0.8	-0.1	3	11	-0.9	2	-0.1	6
COc1ccccc1CNC(=O)c1csc2c1CCCC2	0.0	0.7	1.6	-0.3	2.9	2	3	-2.1	7	0.0	4
O=C(NC(=S)Nc1ccc(CN2CCOCC2)cc1)c1ccc([N+](=O)[O-])cc1	0.3	-0.7	0.2	-1.6	2.7	-2	-1	-1.7	-1	-1.1	-1
O=C(O)CSc1cccnc1Sc1ccc(Cl)cc1	0.7	nt	-1.2	1.4	0.4	5	3	-1.1	1	0.5	1
FC(F)Sc1ccc(NC(=S)NC2CCC(NC(=S)Nc3ccc(SC(F)F)cc3)CC2)cc1 (stereo unspecified)	0.1	-0.5	1.5	0.2	-0.5	0	7	-1.2	-2	2.8	2
CCCCN(C(=O)CSCC(=O)Nc1cccc(C)c1)c1c(N)n(Cc2ccccc2)c(=O)[nH]c1=O	-0.2	0.1	-1.8	-1.1	0.2	-11	20	-1.1	-1	-0.1	8
CC(CC(=O)NCc1cccnc1)c1ccccc1 (stereo unspecified)	0.1	-0.4	1.9	0.4	-1.0	4	1	-1.3	4	0.4	2
COC(=O)C1(CCSC)NC(c2ccc(O)cc2)C2C(=O)N(c3ccc(F)cc3)C(=O)C21 (stereo unspecified)	-0.1	2.5	0.8	-0.2	-2.3	-1	2	-0.9	2	0.4	4
NC(=O)C1=C(c2ccccc2)c2ccccc2C1=O	6.4	0.9	-2.3	-0.4	4.0	3	20	-1.2	-1	-0.1	15
COc1cc(OC)c(C2=NOC(C(=O)Nc3ccc4c(c3)OCO4)C2)cc1Cl (stereo unspecified)	-0.2	-0.7	3.6	-1.3	0.6	1	8	-2.4	-3	-0.9	-5
O=c1ccc(-c2nc3ccccc3n2Cc2ccc(Cl)cc2)c[nH]1	-0.3	0.7	-2.0	-0.9	-0.6	-18	1	-0.4	-3	-0.4	16
COC(=O)C1[C@H]2SC(C)(C)C(C(=O)OC)N2C(=O)N1Cc1nc2ccccc2s1 (stereo partly specified)	-0.5	0.2	-0.4	0.5	-0.4	8	4	-0.5	0	-0.2	-3
Cn1cc(C(=O)NS(=O)(=O)Nc2ccc(Br)cn2)c2ccccc21	-0.4	0.2	1.1	0.2	4.5	4	5	-0.7	3	0.0	7
CCN(CC)C(=O)c1cccc(NC(=O)c2cc(C3CC3)nc3c2cnn3C(C)C)c1	0.2	1.6	-1.0	-3.2	-3.7	-5	1	-1.2	-3	-2.0	4
COc1ccccc1/C=C\C=N\NC(=O)c1ccco1	0.6	0.1	2.5	2.1	2.9	3	0	-0.7	4	-0.2	6
CC(C)Nc1ncnc2c1ncn2[C@H]1CN(Cc2ccc(-c3ccccc3)cc2)C[C@@H](CO)O1	-0.1	nt	-6.8	-3.9	-1.4	-19	4	-1.6	-3	-3.5	-6
Cc1ccc(C)c(N(CC(=O)NCc2ccco2)C(=O)CNS(=O)(=O)c2ccc(F)cc2)c1	1.0	-1.2	-0.7	-1.3	-0.6	-25	-3	-1.0	0	-0.1	-5
COc1ccc(Cn2ccc3ccc(-c4ccc5ccn(C(=O)c6ccccc6OC)c5c4)cc32)cc1	-1.8	nt	-0.5	-0.3	nt	1	0	-1.2	-1	0.2	3
CCOC(=O)N1CCN(C(=O)c2ccc3c(c2)N=C(CC)c2cc(C)ccc2S3)CC1	0.0	0.0	-1.1	0.2	1.7	-8	6	-0.4	-2	0.6	-7
COc1ccc(/C=C/C(=O)Nc2ccc(C)cc2)cc1S(=O)(=O)N1CCOCC1	0.8	-4.3	-2.4	-3.2	-0.6	-2	1	-1.8	-3	-2.0	3
COc1ccccc1CN(C(=O)Cc1cccs1)C(C(=O)NC1CCCC1)c1ccncc1 (stereo unspecified)	-0.1	-2.0	-0.5	-1.2	3.6	-2	-16	-0.8	-1	-0.4	-35
Cc1cccc(N2C(=O)C3C(c4ccccc4)OC4(C(=O)c5ccccc5C4=O)C3C2=O)c1 (stereo unspecified)	1.1	-0.3	-1.0	0.7	-2.1	-5	2	-1.3	-3	-0.8	0
COC(=O)c1ccc2c(CCO)c[nH]c2c1	16*	0.3	4.9	-0.1	4.6	-2	4	-1.1	1	0.2	1
CC(C)CN(C(=O)C(c1ccccc1)c1ccccc1)c1c(N)n(CC(C)C)c(=O)[nH]c1=O	-0.1	0.3	2.7	0.2	7.9*	1	-5	-1.3	-3	-0.4	-3
c1ccc(-c2nnc(-c3ccccn3)s2)nc1	-0.6	-3.0	13*	9.6*	1.2	-7	7	1.0*	4	2.4	-2
CC1(C)CC(=O)C2=C(C1)OC1=C(C(=O)CC(C)(C)C1)C2c1ccccc1	0.8	-1.3	-1.4	-2.6	-0.1	7	-9	-0.5	-4	-0.3	-17
Cc1ccccc1CN1CCNC(=O)C1CC(=O)O (stereo unspecified)	0.5	-0.6	-1.9	-0.7	-1.3	-6	2	-1.3	0	0.3	5
CC(C)N(CCC#N)C(=O)Nc1ccc2c(c1)CCO2	0.7	0.0	0.1	0.5	3.3	0	2	-0.8	-3	-0.2	3
COc1ccc(/C=N/NC(=O)CNC(=O)c2ccc3c(c2)OCCO3)cc1OC	0.0	3.0	-0.8	0.0	-0.4	-2	10	-0.9	-2	0.1	1
CCOC(=O)C1=CCN(S(=O)(=O)c2ccc(C)cc2)C1c1ccc(Cl)cc1 (stereo unspecified)	0.8	nt	6.9	-2.6	nt	-6	-6	-1.6	-3	-0.3	-9
CCS(=O)(=O)c1nc(S(=O)(=O)c2ccc(C)cc2)c(NCCCn2ccnc2)s1	0.1	-0.3	1.0	0.8	0.0	-3	3	-1.6	2	0.0	-1
CN(Cc1ccccc1)C(=O)CCC(=O)N(C)Cc1ccccc1	-0.3	1.3	8.4	1.2	2.9	2	11	-0.2	4	0.4	0
COc1ccc(S(=O)(=O)N(CC(=O)Nc2cc(C)on2)Cc2ccccc2)cc1	0.0	-1.7	-3.5	-2.8	1.9	-16	0	-0.7	0	-0.2	-7
CC1CC(C)(C)NC(=S)N1CCC(=O)N1CCc2ccccc2C1 (stereo unspecified)	0.2	1.1	1.2	1.1	-1.1	3	-2	-1.4	0	0.6	4
Nc1nc2ccc(S(=O)(=O)c3ccc4nc(N)sc4c3)cc2s1	0.7	1.6	-1.4	-1.9	1.0	-10	1	-2.0	1	0.1	-3
COC(=O)c1cccc(C(=O)Nc2ccc(F)cc2)n1	-0.4	0.6	-0.4	0.9	-1.3	6	-2	-0.6	0	-0.8	7
COc1cccc(CNC(=O)c2cc3c(cc2Cl)N2CCCCCC2=NS3(=O)=O)c1	-0.3	-1.8	1.2	-1.1	-0.6	4	0	-1.3	-2	-0.9	-2
O=[N+]([O-])c1ccc(CN2CCCCCC2)s1	-0.6	-0.8	-0.6	-2.2	2.5	-1	-1	-0.1	-1	0.1	-2
CSCC[C@H](NC(=O)Nc1cccc(Br)c1)C(=O)O	0.4	1.5	0.0	-1.5	3.5	15	0	-0.7	-3	0.7	1
CCSc1ncnc2sc3c(c12)CCC3	0.0	1.1	0.3	0.8	4.5	4	-1	-0.2	0	0.1	2
O=C(O)CCn1cc(-c2ccc(F)cc2)nc1-c1ccncc1	0.2	1.4	0.3	1.2	-1.9	4	10	-0.6	2	-0.1	4
NC(=O)N[C@@H](Cc1c[nH]c2ccccc12)C(=O)OCC(=O)N1CCCCC1	-0.6	1.1	-3.0	0.0	0.6	-12	3	-0.9	-3	-0.2	1
C/C(=N\n1c(C)nc2ccccc2c1=O)c1ccc(N)cc1	-0.3	nt	-1.1	1.2	0.0	9	8	-1.0	-4	0.0	0
